BAZ2B inh: BAZ2B (human) inhibition; Q9UIF8; AlphaScreen BAZ2B-H3K14Ac peptide displacement; Potency, µM (top dose mostly 114 µM), without a hit: top-dose activity change, negative = inhibition, hits mostly inhibitors; 360,000 tested, 4.4% active; AID 504333; note: potency is the fitted concentration of half-maximal effect; % is set by controls: 0 for no effect and ±100 for the full control effect; nearly all actives have a fitted effect of over 60% in size
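AlphaScreen displacement: compounds (up to 110uM) incubated 30 min at room temperature with a preformed 50 nM BAZ2B/50 nM biotinylated H3K14Ac peptide complex in PBS pH 7.4 with Tween-20. Donor and acceptor beads at 10 ug/mL final added, 20 min light-protected before reading.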
ALOX12 inh: inhibitors of human 12S-lipoxygenase ALOX12; P18054; purified 12hLO, xylenol orange hydroperoxide absorbance; Potency, µM (titrated, usually from 108 µM), for the others: at the top dose activity change, negative = inhibition, usual class: inhibitors; 580,000 tested, 1.1% active; AID 1671190; note: potency is the fitted concentration of half-maximal effect; % is set by controls: 0 for no effect and ±100 for the full control effect
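Purified human 12hLO at 150 nM in 25 mM Hepes, 0.01% Triton X-100, pH 7.0, preincubated 15 min at room temperature with compound. Reaction started with 40 uM arachidonic acid, 30 min at room temperature. Hydroperoxide measured by Fe-xylenol orange, 573/405 nm absorbance ratio.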
PI4K2A inh: blocks human PI4K2A kinase activity. Q9BTU6. purified PI4K2A, ADP-Glo luminescence, 1 h; stronger effect = lower value. activity change, negative = inhibition, % at 76.9 µM. 420,000 tested, 0.13% active. AID 1346378; in the data active = activity change below about -50%; inconclusive = mostly about -30% to -49%;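 note: -100% = wells without enzyme as full effect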
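PI4K2A activity was measured by ADP-Glo luminescence: enzyme (4 ug/mL stock) and phosphatidylinositol (1.2 mM stock) in Tris pH 7.5/MgCl2/EGTA/Triton X-100 buffer were reacted with ATP (300 microM stock) for one hour at ambient temperature.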
HP1b chromo inh: inhibitors of HP1-beta chromodomain binding to methylated histone tails. P83916. AlphaScreen HP1-beta / biotin-H3K9me3 peptide binding. AID 540317. Potency, µM (highest dose often 114 µM), for inactives: top-dose activity change, negative = inhibition, usual class: inhibitors. 390,000 tested, 0.56% active; note: potency is the fitted concentration of half-maximal effect; nearly all actives have a fitted effect of over 70% in size; inactives centre near 23
Target sequence (P83916 whole entry, looked up): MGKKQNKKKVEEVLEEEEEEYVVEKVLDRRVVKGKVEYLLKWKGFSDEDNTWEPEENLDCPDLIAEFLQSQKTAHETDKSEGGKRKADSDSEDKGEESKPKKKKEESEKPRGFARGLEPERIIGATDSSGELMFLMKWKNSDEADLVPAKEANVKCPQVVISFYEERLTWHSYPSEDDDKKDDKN
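HP1-beta protein (50 nM final) preincubated 30 min at room temperature with biotinylated H3(1-18)K9me3 peptide (50 nM) in PBS pH 7.4, 0.01% Tween-20, then compound added for 30 min. AlphaScreen streptavidin donor/nickel chelate acceptor beads (10 ug/mL final), 30 min dark, luminescence read.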
ERG-DNA inh: blocks human ERG Ets domain binding to DNA. fluorescence polarization, His-ERG Ets domain / labelled DNA. Potency, µM (titrated, usually from 76.9 µM), for inactives: at the highest dose FP activity, negative = inhibition, most hits filed as inhibitors. 370,000 tested, 0.028% active. P11308; active = well fitted inhibition curve with a large enough effect in the polarisation, with a control signal flat; inconclusive = small, poorly fitted or top-dose-only effect, or effect the other way, or a change in a side signal; inactive = no such curve, though single readings can be large or run the other way; the % refers to the polarisation;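 note: polarization taken with two DNA probes labelled with fluorescein and Texas red; potency is the fitted concentration of half-maximal effect; % of control where 0% means no effect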
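His-tagged ERG Ets domain (1 uM in the protein solution; 300mM KCl, 50mM Tris-HCl, 1mM EDTA, 1mM DTT, pH 7.5) received compound, then a probe mix of 5 nM fluorescein-DNA and 100nM Texas-615-DNA. Fluorescence polarization was read for both dyes.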
GLS inhibitor: glutaminase GLS (human) inhibition; O94925; Potency, µM (series often up to 45.5 µM), without a hit: at the top dose activity change, negative = inhibition, most hits filed as inhibitors; AID 624170; 410,000 tested, 0.21% active; GLS enzymatic activity, qHTS titration; note: potency is the fitted concentration of half-maximal effect; % is set by controls: 0 for no effect and ±100 for the full control effect
Target sequence (O94925 whole entry, looked up): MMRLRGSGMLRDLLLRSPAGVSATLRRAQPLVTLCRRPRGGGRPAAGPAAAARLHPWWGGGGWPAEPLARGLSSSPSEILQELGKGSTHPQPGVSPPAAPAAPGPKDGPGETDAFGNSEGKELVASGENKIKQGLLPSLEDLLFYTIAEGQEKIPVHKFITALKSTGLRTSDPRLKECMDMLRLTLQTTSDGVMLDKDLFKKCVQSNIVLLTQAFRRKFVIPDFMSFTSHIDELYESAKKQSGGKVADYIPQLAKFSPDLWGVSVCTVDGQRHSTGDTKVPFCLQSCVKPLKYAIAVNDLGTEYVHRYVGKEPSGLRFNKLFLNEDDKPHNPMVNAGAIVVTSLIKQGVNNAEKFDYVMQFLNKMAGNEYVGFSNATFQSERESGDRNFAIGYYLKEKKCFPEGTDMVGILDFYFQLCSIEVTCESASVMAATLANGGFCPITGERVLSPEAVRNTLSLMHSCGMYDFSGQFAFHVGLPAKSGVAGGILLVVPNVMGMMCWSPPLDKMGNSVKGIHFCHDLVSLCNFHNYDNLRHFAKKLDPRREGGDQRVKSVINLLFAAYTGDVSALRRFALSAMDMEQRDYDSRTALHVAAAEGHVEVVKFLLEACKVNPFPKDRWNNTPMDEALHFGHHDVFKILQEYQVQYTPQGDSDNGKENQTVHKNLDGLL
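Glutamate formation by hKGA was monitored fluorometrically using coupled glutamate oxidase, HRP and Amplex Red. Substrate was added as 1 mM L-glutamine solution; incubation was 30 min at RT after an initial read.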
JMJD2A Tudor inh: inhibitors of human JMJD2A Tudor domain; O75164; AlphaScreen JMJD2A-Tudor / H3K4me3 peptide binding; Potency, µM (highest dose often 114 µM), without a hit: at the highest dose activity change, negative = inhibition, actives largely listed as inhibitors; 390,000 tested, 4.4% active; AID 504339; note: potency is the fitted concentration of half-maximal effect; % is set by controls: 0 for no effect and ±100 for the full control effect; nearly all actives have a fitted effect of over 50% in size
RGS4 inh: blocks human RGS4-accelerated GTP hydrolysis. P49798. 390,000 tested, 0.039% active. Transcreener GDP fluorescence polarization, RGS4-accelerated GTP hydrolysis. AID 504845. Potency, µM (doses to about 114 µM), inactives show at the highest dose activity change, negative = inhibition, hits mostly inhibitors; note: potency is the fitted concentration of half-maximal effect; % is set by controls: 0 for no effect and ±100 for the full control effect; nearly all actives have a fitted effect of over 75% in size; some results filed as inactive show a strong effect at the top dose
Target sequence (P49798 whole entry, looked up): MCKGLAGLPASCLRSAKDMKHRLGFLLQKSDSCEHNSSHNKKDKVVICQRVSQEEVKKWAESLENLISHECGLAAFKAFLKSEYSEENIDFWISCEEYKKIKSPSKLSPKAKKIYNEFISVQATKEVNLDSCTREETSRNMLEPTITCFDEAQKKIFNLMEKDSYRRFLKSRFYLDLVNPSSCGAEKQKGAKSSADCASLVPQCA
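MLSMR compounds (23 nl, pin-transferred) preincubated 10 min at room temperature with a 500nM (2x) first reagent, then RGS4 at 900nM (2x) plus Transcreener GDP mix added; fluorescence polarization (620/688 nm) read before and after 90 min at 30 °C.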
G9a inh: blocks human histone lysine methyltransferase G9a. Q96KQ7. G9a H3K9 monomethylation, AlphaScreen, 2 h. Potency, µM (series often up to 102 µM), for inactives: at the highest dose activity, negative = inhibition, actives largely listed as inhibitors. 350,000 tested, 8.8% active. AID 504332; note: potency is the fitted concentration of half-maximal effect; % is set by controls: 0 for no effect and ±100 for the full control effect; nearly all actives have a fitted effect of over 75% in size
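AlphaScreen detection with an anti-monomethyl H3K9 antibody quantified product after a 2 h room-temperature reaction containing 500 nM biotinylated H3K9 peptide, 20 µM SAM and 20 nM enzyme, which had been preincubated 15 min with compound.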
The depositor's hits bear a star; u = inconclusive; x = not tested or not shown; [ ] = remark or other dose. Unless noted, calls come from the whole dose curve; as a rule, active = well fitted curve in the direction sought with a large enough effect; inconclusive = small, poorly fitted or top-dose-only effect, or another doubt; inactive = no such curve, though single readings can be large; an effect the other way counts as inactive or inconclusive.

1) O=C(COc1ccc(F)cc1)N(CC1=CCS(=O)(=O)C1)c1ccccc1
2) Cc1ccc(NC(=O)c2ccc3[nH]c(=O)c(=O)[nH]c3c2)nc1
3) COc1ccc(C)cc1-n1nnnc1SCn1nnc2ccccc2c1=O
4) O=C(c1ccccc1)c1c[nH]c(C(=O)C(Cl)(Cl)Cl)c1
5) CC(C)(C)c1ccc(OCC(=O)N/N=C/c2cc(Br)ccc2OC(=O)c2ccco2)cc1
6) NC(=O)c1ccsc1NC(=O)COC(=O)COc1ccc(C=O)cc1

assay / entry,1,2,3,4,5,6
BAZ2B inh,10%,-14%,14%,u,4%,12%
ALOX12 inh,-20%,-15%,u,u,474%[activator],1%
PI4K2A inh,9,1,-7,4,3,21
HP1b chromo inh,50%,34%[activator],59%[activator],22%,-13%,31%
ERG-DNA inh,15%,-6%,-18%,-7%,0%,-12%
GLS inhibitor,-2%,-9%,-7%,5%,2%,15%
JMJD2A Tudor inh,3%,4%,3%,-12%,-8%,-15%
RGS4 inh,-5%,-4%,-47%,34%,8%,7%
G9a inh,6%[12.7 µM],7%,16%[59 µM],x,63%[activator],-2%[12.7 µM]

7) CCOc1ccccc1N(CC(=O)Nc1ccc(S(=O)(=O)N2CCOCC2)cc1)S(=O)(=O)c1ccccc1
8) CCOC(=O)c1cc(C)n(CC2CCC(C(=O)Nc3ccc(OC)c(OC)c3)CC2)c1C (stereo unspecified)
9) CCCCNC(=O)COC(=O)c1ccc(NC(C)=O)cc1
10) O=C(NCCN1CCCC1)c1ccc2c(c1)N(Cc1ccccc1)C(=O)c1ccccc1S2(=O)=O
11) COc1ccc(Nc2ncnc3c2cnn3Cc2ccccc2)cc1
12) CCOC(=O)c1ccc(NC(=O)CCCn2c(=O)c3cccn3c3cccnc32)cc1

assay / entry,7,8,9,10,11,12
BAZ2B inh,51%[activator][57.1 µM],-12%,-13%,-22%,79µM*,-9%
ALOX12 inh,x,-7%,4%,22%,u,u
PI4K2A inh,-4,-5,-3,1,-1,-8
HP1b chromo inh,17%,30%,-1%,32%,2%,-5%
ERG-DNA inh,-4%,7%,11%,17%,x,-10%
GLS inhibitor,6%,-4%,0%,-3%,15%,-16%
JMJD2A Tudor inh,-16%,-4%,-12%,-24%,89µM*,-26%
RGS4 inh,9%,-1%,-18%,-10%,9%,-14%
G9a inh,-1%[59 µM],-3%[59 µM],11%,u,50µM*,-4%[59 µM]

Part of the list above with just GLS inhibitor and RGS4 inh:
nr	SMILES	GLS inhibitor	RGS4 inh
5	CC(C)(C)c1ccc(OCC(=O)N/N=C/c2cc(Br)ccc2OC(=O)c2ccco2)cc1	2%	8%
9	CCCCNC(=O)COC(=O)c1ccc(NC(C)=O)cc1	0%	-18%

Remaining list, next part:
13) COc1cccc(C(=O)OCC(=O)N2CCc3ccccc32)c1OC
14) C=CCn1c(SCc2cc(C(C)=O)ccc2OCC)nc2ccccc2c1=O
15) CCN(C(=O)COC(=O)c1ccccc1SCC(=O)NC1CCCCCCC1)C1CCS(=O)(=O)C1 (stereo unspecified)
16) CCCC(=O)Oc1c(S(=O)(=O)c2ccc(C)cc2)c(C)nn1C(C)(C)C
17) CCOC(=O)C1CCCN(S(=O)(=O)c2c(C)[nH]c(C)c2C(=O)N2CCCC2)C1 (stereo unspecified)
18) Cc1cnc(NC(=O)Cc2c[nH]c3ccccc23)s1

assay / entry,13,14,15,16,17,18
BAZ2B inh,1%,12%,-2%,12%,-10%[57.1 µM],u
ALOX12 inh,-5%,-7%,-17%,-5%,3%,7%
PI4K2A inh,-5,6,-1,3,9,1
HP1b chromo inh,4%,35%,40%[activator],70%[activator],37%,-5%
ERG-DNA inh,2%,11%,-7%,-4%,-5%,0%
GLS inhibitor,-5%,1%,1%,-2%,-2%,14%
JMJD2A Tudor inh,-15%,-8%,5%,28%,-10%,-23%
RGS4 inh,-12%,-30%,-1%,-12%,-7%,11%
G9a inh,-35%,-14%[59 µM],-9%[59 µM],16%,4%,-48%

19) COc1ccc(CCNC(=O)CSc2ccccn2)cc1
20) CCCOc1ccccc1NC(=O)Nc1ccccc1Cl
21) COc1ccc(CNC(=O)C2CCCN(S(=O)(=O)c3c(C)n[nH]c3C)C2)cc1 (stereo unspecified)
22) CC(=O)N1CCc2cc(Br)cc(S(=O)(=O)N3CCN(c4cccc(C)c4)C(C)C3)c21 (stereo unspecified)
23) Fc1cccc(NC(=S)NCc2ccccn2)c1
24) COc1ccc(C(=O)OCC(=O)NCC2CCCCC2)c(OC)c1

assay / entry,19,20,21,22,23,24
BAZ2B inh,-15%,-2%,8%,u,-35%,-5%
ALOX12 inh,-2%,15%,-21%,-17%,-14%,-23%
PI4K2A inh,0,1,2,2,-10,-3
HP1b chromo inh,34%,37%,21%,-3%,22%,3%
ERG-DNA inh,-2%,-1%,x,0%,10%,-2%
GLS inhibitor,2%,-6%,-1%,10%,19%,-2%
JMJD2A Tudor inh,-6%,-6%,4%,u,-24%,-14%
RGS4 inh,-4%,-2%,16%,8%,8%,19%
G9a inh,7%[59 µM],9%,30%[59 µM],u,-8%[59 µM],-10%

25) CCOC(=O)c1sc(=NC(=O)COc2ccccc2)n(C)c1C
26) C=CCNC(=O)/C(=C\c1cccc([N+](=O)[O-])c1)NC(=O)c1ccccc1
27) CCS(=O)(=O)N1CCc2cc(C(=O)Nc3ccc(OC)cc3OC)ccc21
28) CCN(CC)c1ccc(/C=N/N2CCN(c3ccccc3OC)CC2)cc1
29) Cc1ccc(NC(=O)C(C)SCc2nc3sc4c(c3c(=O)[nH]2)CCCC4)nc1 (stereo unspecified)
30) CC1CCCC(NC(=O)CN2C(=O)NC(c3ccccc3)(c3ccccc3)C2=O)C1C (stereo unspecified)

assay / entry,25,26,27,28,29,30
BAZ2B inh,-3%,9%,-15%,32µM*,-21%,-39%
ALOX12 inh,-2%,-1%,-5%,0%,166%[activator],-13%
PI4K2A inh,-4,3,-3,-5,6,6
HP1b chromo inh,15%,12%,10%,14µM*,38%,21%
ERG-DNA inh,3%,0%,-4%,6%,-3%,3%
GLS inhibitor,14%,6%,2%,57%[activator],7%,-8%
JMJD2A Tudor inh,-5%,-18%,-28%,32µM*,0%,-16%
RGS4 inh,2%,19%,-1%,-30%,-33%,-1%
G9a inh,2%,12%,-10%[59 µM],8.9µM*,-10%,-41%

Next section; the last 3 above are carried over.
28) CCN(CC)c1ccc(/C=N/N2CCN(c3ccccc3OC)CC2)cc1
29) Cc1ccc(NC(=O)C(C)SCc2nc3sc4c(c3c(=O)[nH]2)CCCC4)nc1 (stereo unspecified)
30) CC1CCCC(NC(=O)CN2C(=O)NC(c3ccccc3)(c3ccccc3)C2=O)C1C (stereo unspecified)
31) CCCn1c2ccccc2c2cnn(CC(=O)NC3CCN(Cc4ccccc4)CC3)c(=O)c21
32) Cc1c(Cl)cccc1NC(=O)NCc1ccc(F)cc1
33) CC(C)N1CCC2(CC1)Oc1ccc(Br)cc1C1CC(c3cccnc3)=NN12 (stereo unspecified)
34) CN(C(=O)CSc1nc2ccccc2s1)c1c(N)n(Cc2ccccc2)c(=O)[nH]c1=O
35) Cn1c(=O)c2c(nc(SCC(=O)Nc3ccc(F)cc3)n2Cc2ccc(Cl)cc2)n(C)c1=O
36) COc1cc(/C=C2/N=C(c3ccccc3F)OC2=O)cc(Cl)c1OS(C)(=O)=O
37) CCOC(=O)c1sc2nc(C)nc(Nc3ccccc3)c2c1C
38) CCOCCCn1c(=N)c(C(=O)NC2CCCCC2)cc2c(=O)n3ccccc3nc21

assay / entry,28,29,30,31,32,33,34,35,36,37,38
BAZ2B inh,32µM*,-21%,-39%,-28%,-5%,-28%,-3%,3%,-28%,u,4%
ALOX12 inh,0%,166%[activator],-13%,-24%,-2%,12%,-1%,u,-2%,-19%,u
PI4K2A inh,-5,6,6,-4,-2,-3,-3,0,-3,-2,0
HP1b chromo inh,14µM*,38%,21%,7%,11%,34%,25%,21%,23%,34%,4%
ERG-DNA inh,6%,-3%,3%,-1%,15%,3%,14%,1%,-7%,14%,5%
GLS inhibitor,57%[activator],7%,-8%,2%,-2%,12%,2%,2%,54%[activator],0%,-12%
JMJD2A Tudor inh,32µM*,0%,-16%,-32%,-8%,-17%,-15%,-13%,-5%,-4%,-16%
RGS4 inh,-30%,-33%,-1%,-1%[11.4 µM],14%,6%,-23%,-16%,-6%,-3%,11%
G9a inh,8.9µM*,-10%,-41%,-17%,50µM*,32%[12.7 µM],25µM*,10%[59 µM],43%[0.501 µM],u,-32%[59 µM]

Screening results: PubChem, National Center for Advancing Translational Sciences (NCATS)

A portion of the library. The share of hits here may be higher or lower than overall.
